# USP10 block – inhibitors of human USP10 deubiquitinase. 47,000 compounds, 1.1% hits. AID 1645856. purified USP10, Ub-rhodamine fluorescence, 60 min. inhibition, % at 20 µM. Q14694
# USP28 inh – human USP28 deubiquitinase inhibition; inhibition, % at 25 µM; 47,000 compounds, 3% hits; purified USP28, Ub-rhodamine cleavage fluorescence, 30 min; AID 1645857
# OTUD3 block – blocks human OTUD3 ubiquitin-rhodamine cleavage | purified OTUD3, Ub-rhodamine fluorescence, 2 h | inhibition, % at 25 µM | 47,000 compounds, 0.7% hits
# USP17 inh – inhibitors of human USP17 deubiquitinase; purified USP17, Ub-rhodamine cleavage fluorescence, 3 h; A8MUK1; inhibition, % at 50 µM; 47,000 compounds, 6.5% hits
# UCHL1 inh – blocks human UCHL1 ubiquitin-rhodamine cleavage | P09936 | purified UCHL1, Ub-rhodamine cleavage fluorescence | inhibition, % at 20 µM | 47,000 compounds, 0.2% hits | AID 1645859
# USP7 inh – human USP7 deubiquitinase inhibition | purified USP7, Ub-rhodamine cleavage fluorescence | inhibition, % at 20 µM | 47,000 compounds, 0.3% hits | AID 1645854
# USP8 inh – inhibitors of human USP8 deubiquitinase; P40818; purified USP8, Ub-rhodamine cleavage fluorescence, 30 min; inhibition, % at 20 µM; 47,000 compounds, 4.2% hits
# Target sequence (P40818 whole entry, looked up): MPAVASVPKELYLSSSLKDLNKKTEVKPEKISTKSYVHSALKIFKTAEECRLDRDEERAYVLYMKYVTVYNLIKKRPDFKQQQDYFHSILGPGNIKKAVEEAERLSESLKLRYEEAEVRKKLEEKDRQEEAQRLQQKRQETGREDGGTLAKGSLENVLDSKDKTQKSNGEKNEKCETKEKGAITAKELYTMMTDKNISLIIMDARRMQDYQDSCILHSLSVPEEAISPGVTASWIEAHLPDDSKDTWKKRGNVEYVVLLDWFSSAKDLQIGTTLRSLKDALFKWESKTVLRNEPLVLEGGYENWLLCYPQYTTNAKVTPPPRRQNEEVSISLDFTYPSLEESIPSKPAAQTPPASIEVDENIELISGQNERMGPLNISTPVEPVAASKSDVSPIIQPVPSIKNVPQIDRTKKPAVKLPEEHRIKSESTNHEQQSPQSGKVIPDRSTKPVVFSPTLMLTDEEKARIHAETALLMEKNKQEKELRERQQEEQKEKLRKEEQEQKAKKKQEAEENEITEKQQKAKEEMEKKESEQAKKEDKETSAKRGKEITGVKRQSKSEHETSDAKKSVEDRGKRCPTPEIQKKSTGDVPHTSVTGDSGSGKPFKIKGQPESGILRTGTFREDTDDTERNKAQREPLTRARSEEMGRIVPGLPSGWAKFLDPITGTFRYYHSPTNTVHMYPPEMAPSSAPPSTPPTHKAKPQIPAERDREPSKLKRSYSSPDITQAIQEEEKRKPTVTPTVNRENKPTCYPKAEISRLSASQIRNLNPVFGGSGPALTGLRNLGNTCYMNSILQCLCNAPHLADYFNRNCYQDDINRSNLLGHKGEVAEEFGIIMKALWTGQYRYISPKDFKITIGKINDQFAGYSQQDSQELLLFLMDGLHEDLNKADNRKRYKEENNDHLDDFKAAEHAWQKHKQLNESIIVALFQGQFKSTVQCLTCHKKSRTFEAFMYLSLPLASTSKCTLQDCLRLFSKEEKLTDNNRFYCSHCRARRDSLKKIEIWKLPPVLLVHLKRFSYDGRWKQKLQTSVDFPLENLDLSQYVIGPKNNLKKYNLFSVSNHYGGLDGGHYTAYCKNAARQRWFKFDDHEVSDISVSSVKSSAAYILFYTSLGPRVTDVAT
# USP30 block – inhibitors of human USP30 deubiquitinase; 47,000 compounds, 5.3% hits; purified USP30, Ub-rhodamine cleavage fluorescence; inhibition, % at 25 µM; AID 1645860; Q70CQ3
# Active calls of the source: *; i = inactive; nt = not tested or not shown. Rule as the data show it: active = inhibition above about 30%; inactive = the rest.
USP17 inh	USP30 block	USP28 inh	USP8 inh	OTUD3 block	USP7 inh	UCHL1 inh	USP10 block	compound
-154	i	-241	-142	-225	-18	-18	-3	CN(C)c1ccc(CCN2CCc3nc4cccnc4cc3C2)cc1
-2	-3	2	-1	-1	0	0	-2	CCS(=O)(=O)N1C[C@H]2CN(Cc3ccccc3Cl)C[C@H]2C1
-2	-50	-10	-5	-4	-9	-5	-2	CCn1cc(C(=O)NCc2ccccc2C)c(=O)c2ccc(C)nc21
10	15	0	12	4	7	5	3	Cc1cc(O)c2c(C)c(CC(=O)N[C@@H](Cc3c[nH]c4ccccc34)C(=O)O)c(=O)oc2c1
0	-18	-13	-14	-10	2	-2	0	CNc1ncc(CN2CCc3cc(OC)c(OC)cc3C2c2ccncc2)cn1 (stereo not given)
28	33*	20	-20	13	0	5	5	COc1cccc(N2CC(NS(=O)(=O)c3ccc4ccccc4c3)CC2=O)c1 (stereo not given)
-2	-17	-13	-1	-6	1	-4	-2	Cc1c(S(=O)(=O)N2C[C@@H](c3cccnc3)[C@@]3(CCCC(=O)N3)C2)cnn1C
-7	-17	-15	-19	-5	-11	-2	-1	Cc1ccc2cccc(Oc3ncnc4sc5c(c34)CCC5)c2n1
54*	-112	25	-4	-9	0	1	-4	COc1ccc(NC(=O)Cn2c(CSc3ccc(C)cc3)nc3ccccc32)cc1
0	-7	-12	-3	-6	12	5	12	CC(C)c1ccc(NC(=O)COC(=O)c2ccccc2OCc2ccc(F)cc2)cc1
-98	i	-223	-159	-194	-11	-13	-4	O=C1NC2(COC3(CCN(Cc4ccccc4)CC3)C2)Nc2ccc(Cl)cc21 (stereo not given)
0	9	5	-3	6	6	2	-1	CCc1cnc(N2CCC3(CC2)OC(C(=O)N2CCCCC2)Cn2ccnc23)nc1 (stereo not given)
-12	-9	-10	-13	-7	-4	1	0	COCCn1c(SCC(=O)Nc2ccccc2C(F)(F)F)nnc1-c1c[nH]c2ccccc12
-3	2	0	-29	-9	11	7	3	NC(=O)c1cc(CC2CCCN(C(=O)c3cccc(F)c3)CC2)ncn1 (stereo not given)
9	27	8	0	17	3	2	-1	O=C(c1ccccc1F)N1CCC[C@@H](Cn2nnc(-c3ccncc3)n2)C1
5	11	0	11	3	3	3	3	O=C(NCc1ccco1)N1CCN(C(=O)C23CC4CC(CC(C4)C2)C3)CC1
-6	-4	-8	-29	3	1	1	0	Cc1ccc(C(=O)N2CCCC3(CCCN3C)C2)cc1 (stereo not given)
46*	-13	1	57*	8	5	1	15	N#Cc1cccc(S(=O)(=O)c2c[nH]c3cc(Cl)ccc3c2=O)c1
16	27	27	14	9	1	1	2	N#Cc1cccc(NC(=O)N2CCCn3c(nc4ccccc43)C2)c1
nt	-27	-10	-6	-9	-1	-4	-5	CCOc1ccccc1CNC(=O)C1CCCN(C(=O)c2[nH]c(C)cc2C)C1 (stereo not given)
-6	-8	-8	0	-6	-4	-1	0	O=C1COc2ccc(C(=O)COC(=O)Cc3ccc(Cl)cc3Cl)cc2N1
-19	-88	-24	-12	-15	-4	-4	-4	CC(C)N1CCN(C(=O)c2cnc(-c3ccccc3)nc2-c2ccncc2)CC1
-32	-30	-26	-134	-9	-13	1	5	Cc1cccc(-c2nnc(SCc3noc(CCC(=O)Nc4ccc(F)cc4)n3)o2)c1
-24	16	8	-338	10	9	6	0	CC(C)Oc1ccc(S(=O)(=O)N2CCOCC2)cc1NC(=O)c1cccc(Oc2ccccc2)c1
-35	-336	-75	-10	-73	4	-6	0	CC1CCc2c(cc(-c3ccccc3)n2-c2ccc(C(=O)O)cc2)C1 (stereo not given)
81*	44*	81*	71*	84*	93*	92*	78*	CC(C)=CCC/C(C)=C/CC/C(C)=C/COc1c(O)cc(C=O)c(C=O)c1O
nt	-9	-2	-54	0	-2	0	1	O=C(c1ccoc1)N1CCc2ncnc(-c3cccc(F)c3)c2CC1
3	20	12	-74	16	3	2	-1	COCCN1C[C@H]2CCN(C(=O)c3ccncc3)CC[C@H]2S1(=O)=O
-1	-25	-7	-99	-10	0	-2	0	O=S(=O)(N[C@H]1[C@H](O)[C@H](O)C[C@@H]1c1cncnc1)c1ccc(Cl)cc1
-28	-91	-32	0	-8	-6	-6	-3	CC(C)CN1CC(=O)N2C(c3cccc4ccccc34)c3[nH]c4ccccc4c3C[C@@H]2C1=O (stereo not given in full)
6	2	-1	-3	-2	-3	-3	0	CCOc1ccc(CCNC(=O)COCc2cc(-c3ccc(F)cc3)on2)cc1
-6	nt	nt	3	5	nt	2	-2	O=C1c2cccnc2C(Nc2ccccc2Cl)N1Cc1ccco1 (stereo not given)
-8	-24	-20	-20	-13	-5	-7	-4	CSC1[C@H]2C(=O)N(C)[C@@H](C(C)C)C(=O)OC[C@@H](NC(=O)c3cnc4ccccc4n3)C(=O)N[C@@H](C)C(=O)N(C)[C@@H](CS1=O)C(=O)N(C)[C@@H](C(C)C)C(=O)OC[C@@H](NC(=O)c1cnc3ccccc3n1)C(=O)N[C@@H](C)C(=O)N2C (stereo not given in full)
21	26	13	3	10	8	3	0	COCCn1c(=O)[nH]c2cc(-c3nc(-c4ccccc4)no3)ccc2c1=O
1	nt	nt	3	4	2	0	1	O=C(c1ccn[nH]1)N1CCOCC(Cc2cccc3occc23)C1 (stereo not given)
-136	i	-217	-278	-178	-143	-145	-6	CCOC(=O)N1CCC(Nc2nc3ccccc3n3nnnc23)CC1
22	-4	1	-4	0	-2	-1	0	O=C(Nc1cc(F)ccc1F)c1cc2ccccn2n1
-60	-226	-168	1	-47	0	-3	-7	Cc1cc(=O)oc2cc(NC(=O)c3cc4c(s3)-c3ccccc3S(=O)(=O)C4)ccc12
-13	-15	-17	-21	-15	-7	-7	-4	O=C(N[C@@H]1C[C@@H](Oc2ccccc2)[C@H](O)[C@H]1N1CCOCC1)c1ncc[nH]1
0	-7	-11	-8	-5	-2	-2	1	O=C(c1cnn2ccccc12)N1CCN(C(=O)C2CC=CCC2)CC1 (stereo not given)
-7	-3	-3	-3	-4	0	0	1	Cc1ccccc1OCC(=O)NCC(c1ccco1)N1CCCC1 (stereo not given)
-16	-61	-3	-16	-7	-12	-1	6	Nc1cccc(C(=O)c2ccc(C(=O)O)c(C(=O)O)c2)c1
19	29	29	5	15	-5	3	4	CCc1ccccc1N(C)C(=O)c1noc2c1CCc1sccc1-2
15	16	10	19	11	5	1	-4	Cc1nc(=O)c2ccccc2n1C1=CCN(C(=O)c2cscn2)CC1
-51	-117	-7	-8	-10	0	-2	-1	Cc1noc(-c2csc(C(=O)NCc3ccc(Cl)cc3)n2)n1
0	5	6	2	10	2	3	-1	O=C(Nc1cnc(N2CCCC2)nc1)c1ccccc1Br
-2	-45	-5	-265	0	0	0	0	Cc1ccc2nc(C(=O)Nc3nc4ccc(S(C)(=O)=O)cc4s3)cn2c1
1	5	-5	-5	2	-6	-3	0	Cc1c(C(=O)C(=O)N2CCCCC2c2cccnc2)c2ccccc2n1C (stereo not given)
4	29	14	1	6	-2	0	0	CCc1ccc(-c2ccc3nnc(SCC(=O)NCC4CCCO4)n3n2)cc1 (stereo not given)
-19	16	12	0	15	-9	0	-3	Cn1nc(C2CCCN(C(=O)CCC3CCCC3)C2)c2nccnc21 (stereo not given)

# Two entries picked at random from the list so far:
USP17 inh	USP30 block	USP28 inh	USP8 inh	OTUD3 block	USP7 inh	UCHL1 inh	USP10 block	compound
4	29	14	1	6	-2	0	0	CCc1ccc(-c2ccc3nnc(SCC(=O)NCC4CCCO4)n3n2)cc1 (stereo not given)
6	2	-1	-3	-2	-3	-3	0	CCOc1ccc(CCNC(=O)COCc2cc(-c3ccc(F)cc3)on2)cc1

# Other results:
USP17 inh	USP30 block	USP28 inh	USP8 inh	OTUD3 block	USP7 inh	UCHL1 inh	USP10 block	compound
55*	-36	0	0	0	4	-2	20	O=C(NCc1ccccc1Cl)C1CCCN(c2nc3ccsc3c(=O)s2)C1 (stereo not given)
-10	-8	-5	-7	-4	-7	-2	-1	CN1CCc2cc(C(CNC(=O)c3ccccc3)N3CCCCC3)ccc21 (stereo not given)
7	18	7	5	13	2	1	1	COc1ccc(NS(=O)(=O)c2ccc(-c3cc(C(F)(F)F)on3)s2)c(OC)c1
0	9	-2	12	-4	1	2	4	COc1ccc(NS(=O)(=O)c2cc(Cl)ccc2Cl)cc1S(=O)(=O)N1CCOCC1
10	10	0	13	7	0	0	0	CNC(=O)C1CN(C(=O)Nc2ccc(F)cc2F)CC12CCCC2 (stereo not given)
3	-10	-1	4	-10	-4	-4	2	O=C(NCc1ccccc1)c1cncc(NS(=O)(=O)c2ccc(F)cc2)c1
7	nt	nt	0	2	-38	3	1	Cc1cc(C)cc(NC(=O)c2ccc(N3C(=O)C(C)CS3(=O)=O)cc2Cl)c1 (stereo not given)
-26	-5	-3	1	0	0	-1	2	CCN1[C@H]2CCN(C(=O)C3CC3)CC[C@@H]2Oc2ccccc2S1(=O)=O
-5	-10	-11	-5	-8	-3	-1	-2	O=S1(=O)C[C@H](NCCc2ccccc2F)[C@@H](S(=O)(=O)c2ccc(Cl)cc2)C1
10	0	10	16	5	1	0	-3	CCOC(=O)C1CCN(C(=O)CN2C(=O)C3CCCN3C(=O)c3cccc(C)c32)CC1 (stereo not given)
-10	-9	-6	-16	-5	2	-3	3	CC1(C(=O)Nc2cccc(C(=O)O)c2)Cc2ccccc2C(=O)O1 (stereo not given)
-6	-5	-2	-43	-2	-1	-2	3	COc1ccc(CCN2C[C@H]3CCN(Cc4cccnc4)CC[C@H]3S2(=O)=O)cc1
14	27	23	-1	14	6	0	5	CCOc1ccc(NC(=O)CSc2ncnc3c2sc2nc(CC(C)C)c4c(c23)CCC4)cc1
59*	46*	36*	-7	-6	-3	-3	7	C[C@@H](C(=O)NCc1ccc(F)cc1)N1C(=O)N2CCc3c([nH]c4ccccc34)[C@@]2(C)C1=O
40*	-5	-6	4	-2	3	-1	0	CCOC(=O)c1cc(OCC(=O)Nc2ccccc2)c2cc(Cl)ccc2n1
-5	12	3	-49	1	4	0	1	CCN1C(=O)[C@]2(CC[C@@H]3CN(C(=O)Nc4ccccc4C)C[C@@H]32)N=C1C
-1	23	8	-15	4	0	0	-1	Cc1ccccc1-n1c(=O)n(CCc2ccccc2)c(=O)c2[nH]cnc21
-2	-65	-6	5	-3	0	-4	0	CCOc1cc(C(=O)N2CCNC(=O)CC2c2ccccc2)ccc1OC (stereo not given)
18	5	-7	-10	-6	-131	-3	-6	O=C(CCc1nnc2n(Cc3ccc(F)cc3)c(=O)c3ccccc3n12)NCCN1CCCC1
-16	-5	-3	-25	-2	2	-1	-3	COc1ccccc1C1CNCCN1S(=O)(=O)N1CCOCC1 (stereo not given)
-7	0	-1	0	1	-132	4	6	Cc1ccc(Cl)cc1NC(=O)c1ccc(C(=O)c2ccccc2)cc1
6	17	9	-4	6	2	3	0	Cc1ccc(SCC(O)CN2CCN(c3ccccc3)CC2)cc1 (stereo not given)
0	6	0	-5	-8	-2	0	0	O=C1CCCN1CC(=O)N1CCCC(c2ncc(Cc3ccc(F)cc3)o2)C1 (stereo not given)
38*	nt	nt	-23	-2	nt	-13	-5	CCc1ccc(NC(=O)Cc2nc(-c3ccc(O)cc3O)cs2)cc1
13	-3	11	16	7	1	2	0	Cc1ccc(C)c(NCc2cc(=O)n3ccsc3n2)c1
-18	6	0	-103	0	3	-1	1	O=C1CCCN1Cc1ncn2c1CN(C(=O)c1cccc(F)c1)CCC2
-16	-10	7	-60	7	0	0	-3	COc1ccc2c(c1)CC(C(=O)NCc1ccc(OC)cc1OC)CO2 (stereo not given)
6	54*	15	-7	2	0	-4	0	O=C(Cn1c(=O)n(Cc2ccc3c(c2)OCO3)c(=O)c2ncccc21)c1ccccc1

# Of the compounds above, these have an NH in an aromatic ring:
USP17 inh	USP30 block	USP28 inh	USP8 inh	OTUD3 block	USP7 inh	UCHL1 inh	USP10 block	compound
10	15	0	12	4	7	5	3	Cc1cc(O)c2c(C)c(CC(=O)N[C@@H](Cc3c[nH]c4ccccc34)C(=O)O)c(=O)oc2c1
-12	-9	-10	-13	-7	-4	1	0	COCCn1c(SCC(=O)Nc2ccccc2C(F)(F)F)nnc1-c1c[nH]c2ccccc12
46*	-13	1	57*	8	5	1	15	N#Cc1cccc(S(=O)(=O)c2c[nH]c3cc(Cl)ccc3c2=O)c1
nt	-27	-10	-6	-9	-1	-4	-5	CCOc1ccccc1CNC(=O)C1CCCN(C(=O)c2[nH]c(C)cc2C)C1 (stereo not given)
-28	-91	-32	0	-8	-6	-6	-3	CC(C)CN1CC(=O)N2C(c3cccc4ccccc34)c3[nH]c4ccccc4c3C[C@@H]2C1=O (stereo not given in full)
21	26	13	3	10	8	3	0	COCCn1c(=O)[nH]c2cc(-c3nc(-c4ccccc4)no3)ccc2c1=O
1	nt	nt	3	4	2	0	1	O=C(c1ccn[nH]1)N1CCOCC(Cc2cccc3occc23)C1 (stereo not given)
-13	-15	-17	-21	-15	-7	-7	-4	O=C(N[C@@H]1C[C@@H](Oc2ccccc2)[C@H](O)[C@H]1N1CCOCC1)c1ncc[nH]1
59*	46*	36*	-7	-6	-3	-3	7	C[C@@H](C(=O)NCc1ccc(F)cc1)N1C(=O)N2CCc3c([nH]c4ccccc34)[C@@]2(C)C1=O
-1	23	8	-15	4	0	0	-1	Cc1ccccc1-n1c(=O)n(CCc2ccccc2)c(=O)c2[nH]cnc21
